# ARFGAP1 inh: rat ARFGAP1 inhibition | Arfgap1-stimulated ARF1 GTP hydrolysis, GDP FP detection | AID 651572 | inhibition, % at 16.5 µM | hit rate 0.26% among 360,000 | Q62848;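 active = inhibition above a per-plate limit, mean inhibition of low control wells plus 3 SD, cut at about 25% in these data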;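 note: 0% = DMSO wells with enzyme and 100% = wells lacking Arfgap1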
# Target sequence (Q62848 1-136 limits assumed): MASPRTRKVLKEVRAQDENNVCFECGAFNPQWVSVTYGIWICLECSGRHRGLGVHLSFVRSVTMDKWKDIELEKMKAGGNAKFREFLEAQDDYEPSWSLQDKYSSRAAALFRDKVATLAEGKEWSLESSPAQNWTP
#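 material = rat Arfgap1 catalytic domain, aa 1-136 | also added = human ARF1(Δ1-17)-GTP substrate | compound dosing = one concentration, 16.5 µM, DMSO 1.26% | times = GTP hydrolysis reaction 2 h at 25 °C | measured by = FP, GDP Alexa 633 tracer displaced from anti-GDP antibody, 620/688 nm | evaluation = percent inhibition of Arfgap1-stimulated GTP hydrolysis | replication = single well per compound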
# MBD2 DNA inh: inhibitors of human MBD2 binding to methylated oligonucleotide. TR-FRET. inhibition, % at 4.4 µM. hit rate 0.31% among 370,000. AID 686964; in the data active = inhibition above about 13%
# ADAM17 inh: inhibits human ADAM17; recombinant ADAM17, EDANS/DABCYL FRET peptide cleavage; inhibition, % at 6.95 µM; hit rate 0.83% among 370,000;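 active = inhibition above the mean of compounds lying between control limits plus 3 SD, set per campaign, cut at about 8.5% in these data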;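 note: 0% = DMSO-only wells as the low control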
# Tn7 DDE FP: DD(E)-Tn7 binding inhibition, primary FP screen; P02675; FP displacement of FITC-Tn7 peptide from fibrin DD(E); 0% = median of compound wells per plate; inhibition, % at 8.3 µM; hit rate 0.13% among 370,000; AID 720508;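 active = inhibition above the mean of compounds falling within the control limits plus 3 SD of them, cut at about 14% in these data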;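 note: 0% = plate median of compound wells and 100% = 10 µM Aha-Tn7 peptide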
#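 Assay system: Fibrin-DD(E) protein isolated from polymerized human fibrin clots; read-out basis: percent inhibition; medium: Tris/NaCl/CaCl2 buffer, pH 7.8; signal: FP measurement; incubation: 10 min plus 3 h, room temperature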
# PLCb3 inh: blocks human PLC-beta3 enzyme activity; hit rate 0.18% among 370,000; Q01970; inhibition, % at 12.2 µM; Purified PLC-beta3, fluorogenic substrate, fluorescence; in the data active = inhibition above about 11%;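 note: 0% = median of compound wells on plate and 100% = full blocker control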
# DDE Tn6 FP inh: disrupts Tn6 cyclic peptide binding to fibrin D-Dimer-E complex; P02675; Fibrin DD(E) TRITC-Tn6 fluorescence polarization displacement; inhibition, % at 8.3 µM; hit rate 0.21% among 370,000; AID 720509;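 active = inhibition above a per-campaign cutoff: mean of compounds within control limits plus 3 SD, cut at about 15% in these data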;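 note: 0% = median of all compound wells on the plate and 100% = blocking peptide control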
# UHRF1 MBD2 ctr: blocks human UHRF1 binding to methylated DNA; Q96T88; UHRF1 binding to methylated oligo, TR-FRET; inhibition, % at 4.4 µM; hit rate 0.75% among 370,000; AID 687016; in the data active = inhibition above about 21%;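 note: UHRF1 SRA domain binding a hemimethylated CpG hairpin DNA probe; 0% = median of test compound wells and 100% = reference inhibitor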
# Target sequence (Q96T88 whole entry, looked up, the tested form may be a part): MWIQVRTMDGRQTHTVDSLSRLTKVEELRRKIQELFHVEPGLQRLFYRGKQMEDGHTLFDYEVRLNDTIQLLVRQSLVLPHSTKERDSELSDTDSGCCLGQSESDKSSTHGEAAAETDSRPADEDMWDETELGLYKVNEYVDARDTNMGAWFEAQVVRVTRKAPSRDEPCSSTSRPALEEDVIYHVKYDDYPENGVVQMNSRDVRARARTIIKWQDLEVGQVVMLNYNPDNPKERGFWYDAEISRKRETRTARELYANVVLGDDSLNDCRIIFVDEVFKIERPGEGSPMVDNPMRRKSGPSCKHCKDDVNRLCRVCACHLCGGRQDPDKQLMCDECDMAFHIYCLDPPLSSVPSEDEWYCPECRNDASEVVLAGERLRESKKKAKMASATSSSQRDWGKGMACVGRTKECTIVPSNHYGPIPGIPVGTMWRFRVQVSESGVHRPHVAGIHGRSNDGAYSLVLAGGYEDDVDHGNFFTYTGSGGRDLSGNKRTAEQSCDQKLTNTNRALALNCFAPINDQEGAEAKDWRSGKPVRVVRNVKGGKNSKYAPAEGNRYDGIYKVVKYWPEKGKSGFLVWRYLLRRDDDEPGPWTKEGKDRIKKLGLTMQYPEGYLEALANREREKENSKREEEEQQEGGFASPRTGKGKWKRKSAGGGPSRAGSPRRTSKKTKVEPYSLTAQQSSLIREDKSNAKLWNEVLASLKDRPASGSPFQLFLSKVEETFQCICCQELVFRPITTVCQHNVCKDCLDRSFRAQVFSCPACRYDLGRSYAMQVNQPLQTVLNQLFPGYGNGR
# KLK7 zymogen act: activators of human kallikrein-7 zymogen; purified proKLK7, EDANS-DABCYL substrate fluorescence; 100% is mature enzyme control, 0% vehicle; activation, % at 7 µM; hit rate 0.9% among 370,000;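 active = activation above the mean of all tested compounds plus 3 SD, computed per campaign excluding outliers beyond control limits, cut at about 13% in these data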
# PLC-gamma1 inh: PLC-gamma1 (human) inhibition, primary screen. purified PLC-gamma1, fluorogenic substrate, fluorescence. hit rate 0.84% among 370,000. inhibition, % at 12.2 µM. P19174; in the data active = inhibition above about 9.5%
# ASAP1 GAP inh: ASAP1 ArfGAP inhibition; inhibition, % at 16.5 µM; hit rate 0.19% among 360,000; ASAP1-stimulated ARF1 GTP hydrolysis, GDP FP detection; AID 624377; Q9ULH1; in the data active = inhibition above about 25%;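 note: 0% = vehicle with enzyme and substrate and 100% = no enzyme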
# Active calls of the source: *; / = no result given.
SMILES,ARFGAP1 inh,MBD2 DNA inh,ADAM17 inh,Tn7 DDE FP,PLCb3 inh,DDE Tn6 FP inh,UHRF1 MBD2 ctr,KLK7 zymogen act,PLC-gamma1 inh,ASAP1 GAP inh
COc1ccc(NC(=O)CCNS(=O)(=O)c2cc(Br)cnc2N)c(OC)c1,-4,2,-4,2,-3,3,-3,0.6,-1,2
Cc1cc(-c2ccccc2)n(-c2ccc(C(=O)NC(C)C)cc2)n1,-5,-1,-3,1,-1,4,-1,0.3,0,10
CC(=O)Nc1ccc(-c2nc3cc(Cl)ccc3o2)cc1,-18,2,-25,3,-16,1,-1,1.5,-5,-9
O=C1CC(c2nc3ccccc3[nH]2)CN1c1ccccc1 (configuration not stated),-5,5,-3,5,1,-2,8,0.7,-2,-8
O=C(O)CCc1ccc(-c2cccs2)n1NC(=O)c1cccs1,-8,0,-2,-11,-1,3,-2,-0.5,-2,-2
C[C@@H]1CN([C@H](C)CO)C(=O)CCCn2nncc2CO[C@@H]1CN(C)C(=O)CCC(F)(F)F,-3,-1,-4,1,0,2,5,-0.2,1,7
CCN(CC)CCN(C)C(=O)c1ccc(OC2CCN(C(=O)C3CC3)CC2)cc1,1,-4,2,-1,4,2,0,-0.8,6,-11
CCCCNC(=S)N1CCN(c2nc3ccccc3s2)CC1,-7,-8,3,1,5,7,-3,0.1,0,12
COc1ccc(C(CNC(=O)c2oc3ccc(C)cc3c2C)N2CCCCC2)cc1 (configuration not stated),-7,3,-2,3,-9,0,12,-0.2,0,6
Cc1ccc(OCc2n[nH]c(=S)n2C2CCCCC2)cc1,-10,-5,5,1,5,-2,0,0.4,3,17
COc1ccc(S(=O)(=O)N2C[C@@H](O)COC[C@@H]3O[C@H](CC(=O)NCCCN4CCOCC4)CC[C@H]32)cc1,-3,5,-1,-7,-1,-4,1,0.0,5,10
NC(=O)c1ccc(Oc2ccc3c(c2)CCC3)c([N+](=O)[O-])c1,3,-1,1,2,-14,-7,2,0.0,-2,6
O=C1CSc2ccc(S(=O)(=O)N3CCN(c4ccccc4F)CC3)cc2N1,-9,2,-2,3,-6,5,1,0.5,1,7
O=C(O)c1cc(S(=O)(=O)N2CCN(C(=O)c3ccco3)CC2)c(Cl)cc1Cl,-3,5,0,2,-7,-3,-2,0.2,2,6
O=[N+]([O-])c1ccc(CN2CC(N3CCCC3)CS2(=O)=O)cc1 (configuration not stated),6,2,2,-4,5,-7,0,0.7,2,-5
CCN(CC)CCCNC(=O)CCC(=O)NNc1nc2ccccc2c2nc(C)nn12,3,-3,-1,-2,1,5,0,0.4,-3,-6
CCN1CCN(S(=O)(=O)c2ccc(OC)c(NC(=O)c3ccccc3F)c2)CC1,7,3,-1,-5,-4,-4,-7,-0.3,6,-16
CCCCN(C)CCNC(=O)c1nn(-c2ccc(OC)cc2)c(=O)c2c1c1ccccc1n2C,7,3,-11,-5,-84,4,2,-6.0,-63,1
O=S1(=O)N=C(N(CCO)/N=C/c2ccncc2)c2ccccc21,10,3,2,-3,1,1,1,-0.8,5,8
CC(C)C(NS(=O)(=O)c1ccccc1)C(=O)N1CCCC1 (configuration not stated),-7,3,-1,7,-3,-12,-2,0.0,0,18
c1ccc2c(C3=NNC(=NC4CC4)SC3)c[nH]c2c1,7,5,-4,1,-19,-10,3,0.8,-8,7
O=C(COC(=O)c1cccnc1Nc1cccc(C(F)(F)F)c1)NCc1ccc2c(c1)OCO2,-9,-1,0,-1,0,1,-2,0.0,3,-17
CN(C(=O)c1nn(C)c2c1CSc1ccccc1-2)c1ccc(F)cc1,-10,-5,5,1,-5,2,0,0.3,4,-3
COc1ccc(CCNC(=S)NCc2ccc(Cl)c(Cl)c2)cc1OC,9,-2,1,0,-4,-2,10,0.6,-1,22
CCOc1cccc(NC(=O)C2CCCN(S(=O)(=O)c3ccc(-n4cnnn4)cc3)C2)c1 (configuration not stated),-1,0,-1,-1,2,-4,-2,-0.3,1,-1
O=C(N/N=C/C(Br)=C/c1ccccc1)C1CC1,8,3,1,-8,-2,-5,-1,0.4,3,2
N#CCC(=O)Nc1ccc(C(=O)NCc2ccccn2)cc1,2,-6,-2,-1,-3,8,-2,0.3,-3,11
O=C(CN1CCC(O)(c2ccc3c(c2)OCO3)CC1)OC1CCCCC1,-14,5,-7,0,-35,9,1,-0.8,-5,-8
Cc1ccc(S(=O)(=O)N2CCCN(Cc3nc4ccccc4c(=O)[nH]3)CC2)cc1,-10,4,-5,-1,-7,-5,-2,-0.3,-10,-1
CC1=C(C(=O)N2CCOCC2)CC(CC(=O)NCC2CCCCC2)C(=O)N1Cc1ccc(F)cc1 (configuration not stated),-2,-4,-4,1,0,0,-2,-1.0,4,8
CCN(CC)C(=O)c1ccc(O)c(OC)c1,-1,-1,-2,0,-3,-9,3,-0.6,2,8
C=CCn1c2ccccc2c2nnc(SCC(=O)Nc3c(C)n(C)n(-c4ccccc4)c3=O)nc21,2,-11,-1,-2,-6,1,-2,-0.3,0,1
O=C(Nc1cccc([N+](=O)[O-])c1)N1CCc2ccccc2C1,9,-4,0,-6,-5,-1,-3,0.3,-119,-4
Cc1ccc(F)cc1NC(=O)c1ccc(NS(=O)(=O)c2ccc(Br)s2)cc1,2,2,-2,7,-9,3,0,-0.3,-3,-5
CCCC(=O)N/N=C1\CS(=O)(=O)N(C)c2ccsc21,3,-3,0,-2,3,-2,0,-0.1,3,1
O=C(O)c1ccc(CSc2nnnn2C2CCCCC2)cc1,-6,2,-7,5,-6,3,1,0.0,-1,5
CCN1C(=O)/C(=C/c2nc3ccccc3c(=O)n2-c2ccc(C)cc2)c2ccccc21,5,-1,-2,-3,0,-2,-1,0.2,-1,12
CSCC(O)Cn1[nH]c(=O)c2cc(Cl)c(Cl)cc2c1=O (configuration not stated),4,-2,0,5,-48,0,3,0.3,-24,-4
Cc1ccc(C)c(NC(=O)CSc2ncnc3nc[nH]c23)c1,3,3,-1,-14,1,-2,-2,-0.2,3,8
O=C(Nc1ccc(Cl)cc1)C1Cc2c(-c3ccccc3Oc3ccccc3)ccnc2O1 (configuration not stated),-7,-6,3,-3,4,-6,0,0.7,5,8

# Profiles, quoted from the list. Values in the order: ARFGAP1 inh, MBD2 DNA inh, ADAM17 inh, Tn7 DDE FP, PLCb3 inh, DDE Tn6 FP inh, UHRF1 MBD2 ctr, KLK7 zymogen act, PLC-gamma1 inh, ASAP1 GAP inh
# Listed for `O=C(N/N=C/C(Br)=C/c1ccccc1)C1CC1` → 8, 3, 1, -8, -2, -5, -1, 0.4, 3, 2
# Listed for `Cc1ccc(C)c(NC(=O)CSc2ncnc3nc[nH]c23)c1` → 3, 3, -1, -14, 1, -2, -2, -0.2, 3, 8

# More entries.
SMILES,ARFGAP1 inh,MBD2 DNA inh,ADAM17 inh,Tn7 DDE FP,PLCb3 inh,DDE Tn6 FP inh,UHRF1 MBD2 ctr,KLK7 zymogen act,PLC-gamma1 inh,ASAP1 GAP inh
O=C(CCN1C(=O)C2CC=CCC2C1=O)Nc1nccs1 (configuration not stated),2,1,-5,2,-6,3,-2,-0.4,0,4
CC(=O)N1CCC(C(=O)Nc2ccc(S(=O)(=O)N3CCCC(C)C3)cc2)CC1 (configuration not stated),-2,0,-4,-6,0,-3,-2,-0.1,-2,-8
CN1C(N)=NC(=O)/C1=C\c1ccc(Br)cc1,-8,3,-3,1,-8,-1,-1,-0.5,-1,0
COc1ccccc1NC(=O)CCC(=O)Nc1nnc(C2CCCCC2)s1,6,-2,1,-1,-9,3,-1,0.5,-5,2
CCCCCCCCN1C(=O)[C@H](CC(=O)NCCCOC)C[C@@]2(C(=O)OC)CCCCC=C12,3,-1,2,-6,0,-2,-2,0.1,0,8
CCC1(c2ccc(F)cc2)NC(=O)N(CC(=O)c2cc(C)n(C3CC3)c2C)C1=O (configuration not stated),8,2,2,1,-1,-1,4,0.1,0,6
COc1ccnc(Oc2ccc(F)cc2)c1C(=O)N/C=N/OCc1c(Cl)cccc1Cl,5,0,-1,3,-1,-1,2,0.8,-1,0
COc1ccc(C(=O)Nc2ccc(Cn3ccnc3)cc2)cc1OC,-7,-4,3,4,-3,-2,13,-0.4,3,5
CCC(=O)Nc1nnc(SCC(=O)NCc2ccc3c(c2)OCO3)s1,8,1,0,5,-4,-2,0,-0.5,1,3
NC(=O)CC(NC(=O)Cc1ccc(Br)cc1)c1ccc(NCc2ccc(F)cc2)c([N+](=O)[O-])c1 (configuration not stated),6,2,-6,5,-2,1,-4,0.4,1,-1
CCOC(=O)Cc1csc(NC(=O)Nc2cccc(Cl)c2)n1,-2,1,4,-2,4,-16,-1,-0.3,-2,-1
O=c1[nH]c2ccc(Cl)cc2c(O)c1Cc1ccccc1,-5,-7,-41,7,-32,-4,-2,2.7,-25,-4
CCOC(=O)[C@@]12CCCC=C1N(CCc1ccc(Cl)cc1)C(=O)[C@H]2CC(=O)NCc1cccc2ccccc12,/,-2,4,-5,2,-2,-4,-0.1,3,/
Cc1nc2ccccc2c(=O)n1NCc1cc(Br)cs1,-7,2,-7,0,-13,-3,-3,0.4,-11,3
Cc1c(Cc2ccc3c(c2)OCO3)sc(NC(=O)C2CC2)c1C(N)=O,14,4,-2,6,-13,0,3,0.2,0,18
CCCCSc1nnc2n(CCc3ccccc3)c(=O)c3c4c(sc3n12)COC(C)(C)C4,0,0,-5,1,4,-2,-1,-0.4,1,-6
COCCN(C(=S)Nc1cccc(C)c1)C(C)c1cccnc1 (configuration not stated),-4,2,-2,6,-2,-2,0,0.8,4,7
O=C(c1ccccc1)N1N=C(c2ccccc2)CC1c1ccccc1O (configuration not stated),-8,6,11*,-4,0,-7,5,-0.1,2,-14
O=C(NC1CCCCC1)C(c1ccncc1)N(C(=O)c1csnn1)c1ccccc1 (configuration not stated),12,-1,-1,3,2,1,-2,-0.3,4,7
CCOC(=O)C1=C(C)N(CC(C)C)C(=O)C1,7,-2,-6,3,-4,3,1,0.1,0,1
CC(C)C(=O)Nc1ccc(C(=O)NNC(=O)c2ccco2)cc1,-14,-7,1,5,4,-3,-3,0.1,1,5
Cc1cccc(C(=O)c2cnc3ccccc3c2-c2ccccc2)c1,4,-1,4,4,-1,6,-1,0.3,1,12
CCS(=O)(=O)NCCc1cc2cc(C)c(C)cc2[nH]c1=O,8,1,-13,-1,-4,11,0,-0.4,-1,10
C=CCn1c(CCNC(=O)c2cccs2)nnc1SCC(=O)c1ccc(Cl)cc1,14,-1,0,-1,2,-1,1,0.0,5,-4
C=CCCCCCCCC(=O)OC,-5,3,-5,3,-2,-7,5,-0.6,6,6
COc1cc(OC)cc(C(=O)NCCCCNC(=O)c2cc(OC)cc(OC)c2)c1,1,8,-4,-1,-7,-2,-1,-0.7,0,2

# A second format for some results above:
ARFGAP1 inh	MBD2 DNA inh	ADAM17 inh	Tn7 DDE FP	PLCb3 inh	DDE Tn6 FP inh	UHRF1 MBD2 ctr	KLK7 zymogen act	PLC-gamma1 inh	ASAP1 GAP inh	structure
8	1	-13	-1	-4	11	0	-0.4	-1	10	CCS(=O)(=O)NCCc1cc2cc(C)c(C)cc2[nH]c1=O
14	-1	0	-1	2	-1	1	0.0	5	-4	C=CCn1c(CCNC(=O)c2cccs2)nnc1SCC(=O)c1ccc(Cl)cc1
-5	3	-5	3	-2	-7	5	-0.6	6	6	C=CCCCCCCCC(=O)OC
